Bioassay records as filed in PubChem BioAssay.
aGlu spleen mod – lysosomal alpha-glucosidase (human) modulation. P10253. human spleen homogenate, 4-MU-alpha-glucoside fluorescence. Potency, µM (top dose mostly 79.9 µM), without a hit: at the highest dose activity change, negative = inhibition, actives largely listed as inhibitors. 0.006% of 240,000 active. AID 2112;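 further: 0% = enzyme with vehicle and -100% = no enzyme basal signal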
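Compounds were titrated against alpha-glucosidase in spleen homogenate at pH 5.0, with 1 mM 4-methylumbelliferyl substrate for 40 min at 37 C. Reactions were quenched with pH 10 NaOH/glycine and fluorescence measured.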
IMPase Li inh – cell-permeable IMPase inhibitors with lithium potentiation; CHO-M1 cells, IP1 TR-FRET (IP-One), carbachol + lithium; Potency, µM (doses to about 59.4 µM), for inactives: at the highest dose activity, negative = IMPase inhibition, hits mostly inhibitors; 0.35% of 210,000 active; AID 1457;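 further: IP1 builds up when IMPase is blocked and the TR-FRET signal falls; plate controls were basal vehicle for no effect and high inhibitor control for full effect; nearly all actives have a fitted effect of over 50% in size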
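CHO cells stably expressing M1 receptor (2000/well) were cultured 16–30 h, then exposed to compounds with a small lithium addition for 30 min at 37C. IP1 was measured by TR-FRET competition; AC50 from Hill fits.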
GAA inh – alpha-glucosidase (human) inhibition | P10253 | purified human GAA, 4-MU-alpha-glucoside fluorescence | Potency, µM (doses to about 76.9 µM), for the others: at the top dose activity change, negative = inhibition, hits mostly inhibitors | 0.005% of 200,000 active;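 further: plate controls were uninhibited enzyme wells for no effect and no-enzyme background for full effect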
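Fluorogenic assay: 4 nM human alpha-glucosidase with 400 uM 4-methylumbelliferyl-alpha-D-pyranoside in 50 mM citrate/phosphate, 0.005% Tween-20, pH 5.0, 20 min at room temperature. Compounds tested up to 77 uM; AC50 from Hill fits.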
GAA glycogen mod – inhibitors or activators of human alpha-glucosidase glycogen cleavage | recombinant GAA, glycogen substrate, Amplex Red glucose oxidase fluorescence | Potency, µM (titrated, usually from 76.4 µM), for inactives: at the highest dose activity change, negative = inhibition, actives largely listed as inhibitors | 0.38% of 300,000 active | AID 2100;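 further: 0% = full enzyme reaction and -100% = no-enzyme basal signal; the screen sought inhibitors and activators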
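qHTS, 1536-well; enzyme 4 nM final; cpd up to 77 uM; substrate bovine liver glycogen 30 ug; 50 mM citrate/phosphate pH 5.0, 0.01% Tween-20; 37 C, 40 min; Amplex Red detection 45 min RT; Hill fit → AC50.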
HTT ATP protect – protects HTT-Q103 PC12 cells, measured by ATP | PC12 HTT-Q103 induced, cytoprotection, ATP luminescence, 40 h | 0.14% of 230,000 active | Potency, µM (titrated, usually from 56.4 µM), for inactives: cytoprotection (ATP increase), usual class: activators | AID 1471;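 further: % of control where 0% means no effect; nearly all actives have a fitted effect of over 45% in size; toxic huntingtin expression switched on by the ecdysone agonist tebufenozide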
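PC12 cells stably carrying ecdysone-inducible Htt exon 1 (Q103)–GFP were induced with 100 nM tebufenozide (final) alongside library compounds in a dose series. Cytoprotection was scored as retained ATP by ATPlite luminescence.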
HttQ103 aggreg – reduces HttQ103-GFP aggregates in PC12 cells. Potency, µM (top dose mostly 46.1 µM), for the others: top-dose activity change, negative = inhibition, hits mostly inhibitors. PC12 HttQ103-GFP aggregates, Acumen cytometry, 40 h. 1.1% of 220,000 active; further: on the % scale 0 is the no-effect control and ±100 the full control effect; nearly all actives have a fitted effect of over 60% in size
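Compounds (qHTS titration) were added to PC12 cells expressing an ecdysone-driven HTT exon 1 Q103–GFP fusion after induction with 100 nM tebufenozide. Aggregate formation was measured as GFP objects in cell lysates.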
RGS12 GoLoco inh – RGS12 GoLoco-Gai1 interaction inhibition | Potency, µM (series often up to 61.6 µM), for the others: at the highest dose activity, negative = inhibition, usual class: inhibitors | P63096 | 0.44% of 230,000 active | Gai1:RGS12 GoLoco peptide FP, rhodamine, 10 min | AID 880; active means well fitted inhibition curve with a large enough effect, not every such curve was filed as active; inactive means no such curve, though single readings can be large or run the other way; further: on the % scale 0 is the no-effect control and ±100 the full control effect; nearly all actives have a fitted effect of over 30% in size; many of its hits are not listed in these tables
Target sequence (P63096 whole entry, looked up): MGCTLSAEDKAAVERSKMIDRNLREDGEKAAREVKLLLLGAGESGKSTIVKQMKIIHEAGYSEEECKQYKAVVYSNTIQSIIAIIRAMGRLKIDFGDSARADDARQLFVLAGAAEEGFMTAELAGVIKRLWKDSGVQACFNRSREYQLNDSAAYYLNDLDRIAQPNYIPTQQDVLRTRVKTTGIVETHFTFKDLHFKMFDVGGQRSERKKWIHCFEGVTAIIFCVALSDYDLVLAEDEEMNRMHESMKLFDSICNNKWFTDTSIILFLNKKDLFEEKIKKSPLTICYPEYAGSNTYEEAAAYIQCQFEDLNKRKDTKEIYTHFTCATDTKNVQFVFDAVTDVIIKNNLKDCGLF
The depositor's hits bear a star; ? = inconclusive; nt = no result given; [ ] = dose if it differs, or a comment. Unless noted, the call rests on the fitted dose curve; in most records, active means well fitted curve in the direction sought with a large enough effect; inconclusive means small, poorly fitted or top-dose-only effect, or another doubt; inactive means no such curve, though single readings can be large; an effect the other way counts as inactive or inconclusive. Potency means the concentration at half of the fitted maximal effect. Some of the compounds tested (hit frequency here may not be typical).

1) CNC(=S)NNC(=O)c1ccc(=O)n(Cc2ccc(Cl)cc2Cl)c1
2) O=S(=O)(c1ccc(Oc2ccc(Cl)cc2)c(S(=O)(=O)N2CCCCC2)c1)N1CCCCC1
3) [O-][n+]1c2c(nn1-c1ccccc1)/C(=N/O)CCC2
4) COc1ccccc1CP(=O)(c1ccccc1)c1ccccc1
5) CCOc1ccc2nc(NC(=O)CS(=O)(=O)c3ccc(C)cc3)sc2c1
6) Cc1ccccc1CSc1nnc(-c2ccccc2)c(=O)[nH]1
7) CC(C)c1cc(C(=O)N/N=C/C=C/c2ccccc2)n[nH]1
8) N#CC(C(=O)Nc1cccc(Cl)c1)=C1Nc2ccccc2N1

| Screen / compound no. | 1 | 2 | 3 | 4 | 5 | 6 | 7 | 8 |
| --- | --- | --- | --- | --- | --- | --- | --- | --- |
| aGlu spleen mod | -1% | -4% | -4% | -5% | 3% | -5% | -1% | -2% |
| IMPase Li inh | -9% | 15%[38.3 µM] | 3% | nt | 28%[38.3 µM] | -30% | -3% | 23%[38.3 µM] |
| GAA inh | 5% | 10% | ? | 8% | -1% | 1% | 3% | -4% |
| GAA glycogen mod | ? | 9% | -7% | 8% | 0% | 3% | 6% | -4% |
| HTT ATP protect | -11% | -4% | nt | 13%[10 µM] | -28% | -18% | 3%[10 µM] | -6%[0.074 µM] |
| HttQ103 aggreg | 12%[9.22 µM] | -2% | nt | ? | -14% | -14% | 7% | 0% |
| RGS12 GoLoco inh | 4% | 9% | 9% | nt | 13% | -1% | 10% | 2% |

9) CCC(C)N(C(=O)COC(=O)C1C(C(=O)OC)=C(C)NC(C)=C1C(=O)OC)C1CCS(=O)(=O)C1 (configuration not stated)
10) COc1ccc(NC(=O)c2ccc3nccnc3c2)cc1
11) CCOc1ccc(-c2nnn(CC(=O)NCc3ccc4c(c3)OCO4)n2)cc1
12) CC1=C(C(=O)OCc2ccccc2)C(c2ccc(C3CCCCC3)cc2)NC(=O)N1CCCCCC(=O)O (configuration not stated)
13) COc1ccc(CNC(=O)COC(=O)c2n[nH]c3ccccc23)cc1OC
14) CCOC(=O)Cc1csc(NS(=O)(=O)c2ccc3ccccc3c2)n1
15) CCOC(=O)c1c(-c2ccco2)csc1NC(=O)CSc1nnc(N)s1
16) CCOC(=O)c1cc(C)n(S(=O)(=O)c2ccc(C)cc2)c1C

| Screen / compound no. | 9 | 10 | 11 | 12 | 13 | 14 | 15 | 16 |
| --- | --- | --- | --- | --- | --- | --- | --- | --- |
| aGlu spleen mod | nt | -17% | 8% | -7% | -6% | -3% | -6% | -3% |
| IMPase Li inh | -5% | 2% | -1% | 16% | 6% | -6% | -31%[38.3 µM] | nt |
| GAA inh | -16% | 7% | 2% | nt | 4% | -1% | 0% | -1% |
| GAA glycogen mod | -1% | 5% | 5% | nt | -8% | 1% | 13% | 0% |
| HTT ATP protect | -14% | -21%[10 µM] | 11%[10 µM] | -3% | -2%[10 µM] | 14%[10 µM] | -19% | -43%[inhibitor] |
| HttQ103 aggreg | 2% | 2% | 8% | nt | 7% | 13% | 16% | -3% |
| RGS12 GoLoco inh | 9% | -4% | 0% | -2% | -31% | 30% | 86%[activator] | nt |

17) Cc1ncc([N+](=O)[O-])n1CC(=O)Nc1ccccc1
18) O=c1c2cc(NC(=S)N3CCCC3)ccc2nc2n1CCCCC2
19) CC(Cn1nnc2ccccc21)C(=O)O (configuration not stated)
20) COc1cccc(-c2nc3ccccc3s2)c1O
21) Cc1cc(O)c(C(C)C)cc1NC(=O)c1cccc(Cl)c1
22) CCC(=O)N1CCN(c2ccc(NC(=O)c3cc4ccccc4o3)cc2)CC1
23) CC(c1ccco1)N(C(=O)COc1ccccc1[N+](=O)[O-])c1ccccn1 (configuration not stated)
24) O=S(=O)(c1ccc(F)cc1)N1CCN(C(=S)NC2CCCC2)CC1

| Screen / compound no. | 17 | 18 | 19 | 20 | 21 | 22 | 23 | 24 |
| --- | --- | --- | --- | --- | --- | --- | --- | --- |
| aGlu spleen mod | -2% | -22% | 8% | -5% | -8% | 2% | -9% | 4% |
| IMPase Li inh | -2% | 7% | 2% | 2% | 11%[38.3 µM] | 7% | -11%[38.3 µM] | 2% |
| GAA inh | -8% | ? | 14% | 13% | -6% | -4% | -12% | -6% |
| GAA glycogen mod | -1% | -1% | -4% | 10% | -27% | -7% | 5% | -9% |
| HTT ATP protect | nt | -27% | -5%[10 µM] | -53%[inhibitor][10 µM] | -3% | 38%[1.9 µM] | 2% | 21%[10 µM] |
| HttQ103 aggreg | 12% | -6% | -2%[9.22 µM] | 12%[9.22 µM] | -15% | -17% | 19% | 10% |
| RGS12 GoLoco inh | -1% | 7% | 4% | 28% | 9% | -12% | 4% | 3% |

25) O=C(CCCc1ccccc1)Nc1nnc(C(F)(F)F)s1
26) Cc1ccc(S(N)(=O)=O)c(C)c1-n1cnnn1
27) CNC(=O)Nc1cccc(C(F)(F)F)c1
28) Clc1ccc(-c2nc(Cc3ccccc3)no2)cc1
29) CCC(=O)Nc1ccc(C(=O)Nc2ccc(Br)cc2F)cc1
30) Cc1onc(-c2ccccc2)c1C(=O)Nc1sc2c(c1C#N)CCC2
31) COc1ccc2nc(/C(C#N)=C\c3ccc(C(=O)O)cc3)[nH]c2c1
32) COC(=O)C(NC(=O)C(CC(C)C)NC(=O)C1CCC(C)CC1)C(C)C (configuration not stated)

| Screen / compound no. | 25 | 26 | 27 | 28 | 29 | 30 | 31 | 32 |
| --- | --- | --- | --- | --- | --- | --- | --- | --- |
| aGlu spleen mod | 1% | 6% | -12% | -12% | 3% | 1% | -1% | -1% |
| IMPase Li inh | 1% | -6% | -7% | 35%[activator][38.3 µM] | 3% | 28%[38.3 µM] | -28% | 18%[38.3 µM] |
| GAA inh | 5% | -2% | 2% | -3% | 2% | ? | -7% | -4% |
| GAA glycogen mod | 17% | ? | -10% | 0% | -7% | -10% | -1% | -11% |
| HTT ATP protect | 10% | -9% | 3%[10 µM] | -18% | -6%[10 µM] | -47%[inhibitor][10 µM] | -45% | -8% |
| HttQ103 aggreg | -3% | -9% | -18% | ? | 12%[9.22 µM] | ? | 5% | 5% |
| RGS12 GoLoco inh | 4% | 2% | -8% | -8% | 16% | 44%[activator] | 102%[activator] | -19% |

33) COc1ccccc1CNC(=O)C1CCN(S(=O)(=O)c2c(C)noc2C)CC1
34) O=C(O)C[C@H](Cc1ccc2c(c1)OCO2)C(=O)O
35) O=C(/C=C/C=C/c1ccccc1)CC1(O)C(=O)N(CCc2ccccc2)c2ccccc21 (configuration not stated)
36) Cc1ccc(-c2nnc(SCC(=O)OC(C)C)n2N)cc1
37) OCCC1CN(Cc2cccc3c2OCO3)CCN1Cc1ccccc1 (configuration not stated)
38) Cc1oc(-c2cccc(F)c2)nc1CN(Cc1ccccc1)C[C@@H]1CCC(=O)N1
39) O=C(CN(Cc1ccccc1)C(=O)c1csnn1)NCc1ccccc1
40) Cc1cc(F)ccc1S(=O)(=O)N1CCCOC1CNC(=O)C(=O)NCCc1c[nH]c2ccccc12 (configuration not stated)

| Screen / compound no. | 33 | 34 | 35 | 36 | 37 | 38 | 39 | 40 |
| --- | --- | --- | --- | --- | --- | --- | --- | --- |
| aGlu spleen mod | -7% | nt | -1% | -3% | -1% | -2% | 0% | -13% |
| IMPase Li inh | 7%[38.3 µM] | -17% | 10%[38.3 µM] | -8%[38.3 µM] | 18% | -1% | 7% | 10% |
| GAA inh | -5% | nt | -2% | -9% | 4% | nt | 13% | ? |
| GAA glycogen mod | 0% | nt | 0% | 3% | -17% | 3% | 7% | 11% |
| HTT ATP protect | 0% | 4%[10 µM] | -37% | -3% | -42%[inhibitor] | -12%[10 µM] | 4%[10 µM] | -3%[10 µM] |
| HttQ103 aggreg | -8% | nt | 16% | -3% | 2% | 14%[9.22 µM] | 1%[9.22 µM] | 15% |
| RGS12 GoLoco inh | -4% | 8%[14.2 µM] | 13% | 6% | -1% | 6% | 11% | -9% |

41) CCOC(=O)NCc1ccc(S(=O)(=O)Nc2ccc(C)cc2)cc1
42) CCOC(=O)CCCNC(=O)COc1ccccc1C#N
43) O=C(Cc1ncc(C(F)(F)F)cc1Cl)N1CCN(c2cccc(Cl)c2)CC1
44) Cc1ccc(NC(=O)N2CCC(C(=O)NCc3ccc(F)cc3)CC2)cc1
45) CCOC(=O)C1(Cc2ccccc2)CCCN(Cc2ccc(OCCO)cc2)C1 (configuration not stated)
46) Cc1ccccc1-c1nc(N2CCNCC2)c2ccccc2n1
47) CCN(CC)CCn1c(NCc2cccc(OC)c2OC)nc2ccccc21
48) O=C(Cc1cccc2ccccc12)Nc1nc2ccccc2[nH]1

| Screen / compound no. | 41 | 42 | 43 | 44 | 45 | 46 | 47 | 48 |
| --- | --- | --- | --- | --- | --- | --- | --- | --- |
| aGlu spleen mod | -9% | 3% | -11% | -1% | -1% | -6% | 2% | -4% |
| IMPase Li inh | 8% | -3%[38.3 µM] | 5% | nt | -8% | 11% | 3%[38.3 µM] | 22%[38.3 µM] |
| GAA inh | -6% | -4% | -7% | -4% | 13% | nt | -4% | 2% |
| GAA glycogen mod | -4% | 5% | 2% | 0% | 7% | nt | -1% | -1% |
| HTT ATP protect | 11%[10 µM] | -9%[10 µM] | -19%[10 µM] | -2% | 32%[10 µM] | ? | -7% | -11% |
| HttQ103 aggreg | -12% | 22% | -27% | 7% | 2%[9.22 µM] | nt | -9% | -12% |
| RGS12 GoLoco inh | 7% | 4% | -9% | nt | 45%[activator] | 7% | 7% | 5% |

Record cards (already shown). Order of screens: aGlu spleen mod, IMPase Li inh, GAA inh, GAA glycogen mod, HTT ATP protect, HttQ103 aggreg, RGS12 GoLoco inh
Entry for `COC(=O)C(NC(=O)C(CC(C)C)NC(=O)C1CCC(C)CC1)C(C)C` (configuration not stated) → -1%, 18%[38.3 µM], -4%, -11%, -8%, 5%, -19%
Entry for `CCOC(=O)c1c(-c2ccco2)csc1NC(=O)CSc1nnc(N)s1` → -6%, -31%[38.3 µM], 0%, 13%, -19%, 16%, 86%[activator]
Entry for `CNC(=O)Nc1cccc(C(F)(F)F)c1` → -12%, -7%, 2%, -10%, 3%[10 µM], -18%, -8%
Entry for `COc1ccc(CNC(=O)COC(=O)c2n[nH]c3ccccc23)cc1OC` → -6%, 6%, 4%, -8%, -2%[10 µM], 7%, -31%
Entry for `CCN(CC)CCn1c(NCc2cccc(OC)c2OC)nc2ccccc21` → 2%, 3%[38.3 µM], -4%, -1%, -7%, -9%, 7%
